pPAFAH inh = inhibitors of human plasma PAF acetylhydrolase (pPAFAH); Q13093; recombinant pPAFAH, FP-rhodamine probe fluorescence polarization; inhibition, % at 3.39 µM; 1.5% of 330,000 active;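 active means inhibition above the mean inhibition across the screen plus 3 SD, cut at about 25% in these data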;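 further: inhibitors block binding of the rhodamine activity-based probe so polarization drops; 0% = enzyme with DMSO and 100% = wells lacking pPAFAH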
Target sequence (Q13093 whole entry, looked up): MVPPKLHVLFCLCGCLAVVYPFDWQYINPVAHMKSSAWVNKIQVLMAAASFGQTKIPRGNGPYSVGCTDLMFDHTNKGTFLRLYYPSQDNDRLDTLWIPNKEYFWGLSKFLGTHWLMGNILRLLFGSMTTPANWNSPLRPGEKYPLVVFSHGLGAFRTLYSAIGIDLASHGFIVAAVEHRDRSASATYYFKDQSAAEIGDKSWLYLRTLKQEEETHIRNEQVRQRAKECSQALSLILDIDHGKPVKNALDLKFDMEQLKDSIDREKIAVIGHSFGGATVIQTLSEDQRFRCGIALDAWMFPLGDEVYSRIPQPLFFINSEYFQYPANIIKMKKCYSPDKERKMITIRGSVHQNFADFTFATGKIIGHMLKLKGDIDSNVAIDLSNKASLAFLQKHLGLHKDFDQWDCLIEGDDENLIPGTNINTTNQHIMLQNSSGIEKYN
PAD4 FP inh = blocks human protein arginine deiminase 4; recombinant PAD4, RCA probe fluorescence polarization; inhibition, % at 6.36 µM; Q9UM07; 0.41% of 330,000 active;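 active means percent inhibition above a cutoff equal to the mean of all tested compounds plus 3 SD, cut at about 15% in these data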;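 further: 0% = PAD4 with RCA probe and DMSO and 100% = probe without PAD4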
LYPLA1 counter = LYPLA1 (human) inhibition in PME1 counter-screen; 0.16% of 320,000 active; inhibition, % at 5.9 µM; recombinant LYPLA1, FP-Rh probe fluorescence polarization;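 active means inhibition above the mean of all tested compounds plus 3 SD, set per campaign, cut at about 14% in these data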;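 further: inhibitors block serine hydrolase probe labeling of LYPLA1 so polarization falls; 0% = enzyme with DMSO and 100% = wells lacking LYPLA1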
Target sequence (O75608 whole entry, looked up): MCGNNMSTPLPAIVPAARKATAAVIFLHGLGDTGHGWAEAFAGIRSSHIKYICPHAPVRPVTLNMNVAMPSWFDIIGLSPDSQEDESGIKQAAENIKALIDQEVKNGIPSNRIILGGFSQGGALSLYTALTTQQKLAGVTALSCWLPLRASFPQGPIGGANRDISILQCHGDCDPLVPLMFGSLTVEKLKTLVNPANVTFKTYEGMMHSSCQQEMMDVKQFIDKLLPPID
PAFAH2 FP inh = PAFAH2 (human) inhibition; Q99487; recombinant PAFAH2, FP-rhodamine activity probe, fluorescence polarization; inhibition, % at 3.39 µM; 0.99% of 340,000 active; AID 492956;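 active means inhibition above the mean over all tested compounds plus 3 SD, cut at about 30% in these data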;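 further: inhibitors block probe labeling of enzyme so polarization drops; 0% = enzyme with DMSO and 100% = wells lacking PAFAH2 protein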
PREPL inh = inhibits the human prolyl oligopeptidase-like enzyme. Q4J6C6. inhibition, % at 5.96 µM. 0.68% of 320,000 active. recombinant PREPL, fluorescence polarization activity-based probe; in the data active means inhibition above about 43%;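 further: 0% = enzyme with DMSO and 100% = wells lacking enzyme; many of its hits are not listed in these tables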
PAFAH1B3 FP inh = PAFAH1B3 (human) inhibition; recombinant PAFAH1B3, FP-rhodamine probe, fluorescence polarization; inhibition, % at 3.39 µM; 0.28% of 340,000 active;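 active means inhibition above the screen-wide average of all tested compounds plus 3 SD, cut at about 25% in these data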;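 further: 0% = enzyme with DMSO only and 100% = wells lacking PAFAH1B3 protein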
LYPLA2 inh = LYPLA2 (human) inhibition in PME1 counter-screen | recombinant LYPLA2, FP-Rh probe fluorescence polarization | 0.38% of 320,000 active | O95372 | AID 2177 | inhibition, % at 5.9 µM;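 active means inhibition above the screen-wide mean plus 3 SD, limit set per campaign, cut at about 26% in these data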;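 further: 0% = LYPLA2 with DMSO and 100% = wells lacking LYPLA2 enzyme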
PAFAH1B2 FP inh = PAFAH1B2 (human) inhibition. P68402. recombinant PAFAH1B2, FP-rhodamine activity probe, fluorescence polarization. inhibition, % at 3.39 µM. 1.2% of 340,000 active. AID 492953;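 active means inhibition above the mean of all tested compounds plus 3 SD, cut at about 24% in these data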;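 further: 0% = enzyme with DMSO and 100% = wells lacking PAFAH1B2; many of its hits are not listed in these tables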
GSTO1 counter = GSTO1 inhibition, counter-screen for RBBP9 inhibitors. AID 1974. inhibition, % at 5.96 µM. 1.1% of 300,000 active. recombinant GSTO1, activity-based probe fluorescence polarization;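 active means inhibition above the campaign mean inhibition plus 3 SD, cut at about 35% in these data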;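 further: 0% = GSTO1-1 with DMSO and 100% = wells lacking GSTO1-1 enzyme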
Target sequence (P78417 whole entry, looked up): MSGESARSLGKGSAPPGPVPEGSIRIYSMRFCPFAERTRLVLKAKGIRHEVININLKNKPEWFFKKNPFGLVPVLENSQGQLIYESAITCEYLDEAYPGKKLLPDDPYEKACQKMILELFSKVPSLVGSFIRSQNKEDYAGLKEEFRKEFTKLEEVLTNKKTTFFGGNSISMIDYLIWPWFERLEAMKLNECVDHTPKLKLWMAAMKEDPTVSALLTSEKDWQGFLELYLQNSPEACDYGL
* = called active by the depositor; . = not tested or not shown.

SMILES | pPAFAH inh | PAD4 FP inh | LYPLA1 counter | PAFAH2 FP inh | PREPL inh | PAFAH1B3 FP inh | LYPLA2 inh | PAFAH1B2 FP inh | GSTO1 counter
O=C(CSCCc1ccccn1)Nc1ccc(Br)cn1 | 2.7 | -3.9 | -0.7 | -2.1 | -10.1 | 11.2 | -4.5 | 5.0 | 1.4
COc1ccccc1CN(C)C(=O)c1ccccc1Sc1ccccc1C#N | -6.8 | 4.0 | -4.2 | -3.6 | 7.0 | 6.2 | -1.1 | -5.2 | -3.1
CCOc1ccc2c(c1)c(N=Nc1cccc(C(=O)O)c1)c(O)n2C | 10.9 | 1.5 | 7.6 | 2.5 | 28.5 | 11.0 | -1.1 | 7.0 | 13.1
OCC[C@@H]1C[C@@H](O)[C@H](O)[C@]2(OCCCc3ccccc32)O1 | 0.1 | -0.7 | 2.4 | -3.5 | 0.7 | 11.9 | 4.0 | 2.2 | 4.0
C[C@H]1COC(=O)CC/C=C\C[C@H](CC(=O)N(CCO)Cc2ccccc2)C(=O)N1 | 0.4 | -2.5 | . | 3.1 | 1.9 | 7.4 | . | 2.5 | .
CC1=N/C(=C\c2ccc3c(c2)OCO3)C(=O)N1c1ccc(C(=O)O)cc1 | -6.6 | 3.7 | 0.2 | 1.0 | 14.4 | 4.0 | 0.9 | -1.4 | 2.2
Cc1cs/c(=N\N=C\c2cccc([N+](=O)[O-])c2)n1Cc1ccco1 | 1.0 | -3.5 | 3.9 | -1.3 | 8.9 | 2.3 | -2.6 | 2.7 | 4.6
N#Cc1ccc(S(=O)(=O)N2CCc3[nH]c4ccc(F)cc4c3C2)cc1 | 12.5 | 2.4 | -6.8 | 7.6 | 0.0 | 4.8 | -0.4 | 38.0* | -2.1
CC(C)c1ccc(C2c3[nH]c4ccccc4c3C[C@H]3C(=O)N(c4ccccc4C(=O)N4CCC[C@@H]4C(=O)O)C(=O)N23)cc1 (some centres undefined) | 12.6 | 0.3 | 3.6 | -0.6 | -0.1 | -10.3 | 3.4 | 4.2 | 4.2
Cc1csc(NC(=O)CN2CCCCCC2)n1 | -3.6 | 0.2 | -4.2 | 8.5 | 3.1 | -0.3 | -2.7 | 4.4 | 3.7
COc1ccc(CN2CCC(CO)(CCOc3ccccc3)CC2)cc1C | 2.8 | -3.1 | 4.1 | -7.1 | -15.6 | 2.2 | 8.0 | -1.4 | 4.2
Cc1[nH]c(=O)[nH]c(=O)c1S(=O)(=O)N1CCC(C(=O)N2CCN(Cc3ccccc3)CC2)CC1 | -4.0 | 1.4 | 1.1 | -3.0 | 10.4 | -1.1 | -0.9 | -1.2 | -0.6
CCOC(=O)/C(N)=C/c1ncc(C(F)(F)F)cc1Cl | -4.5 | 1.4 | 3.1 | 7.6 | 4.0 | 5.0 | 4.9 | 3.1 | 0.7
S=c1[nH]nc(-c2ccccc2)n1/N=C/c1cccs1 | 4.4 | -0.2 | -0.9 | 9.3 | 6.3 | 11.2 | -0.7 | -3.3 | 3.2
O=C(NCc1cccs1)C1CCN(c2nccs2)CC1 | 2.9 | 1.9 | 3.0 | 8.7 | 12.4 | 9.9 | -0.3 | -1.6 | 5.7
CC(=O)Nc1ccc(Sc2ccccc2C(=O)O)cn1 | 7.2 | -4.4 | 2.9 | 6.3 | 0.7 | 1.9 | 4.5 | -0.1 | 44.3*
COc1ccc(NCC(=O)N2CCCC2)cc1Cl | 1.7 | 3.8 | -3.0 | 3.5 | -5.0 | 14.8 | 2.9 | 4.5 | 3.6
Cc1cc(C(=O)O)cc(S(=O)(=O)Nc2ccccc2C(=O)NC(C)c2ccccc2)c1C (centres undefined) | 2.8 | 0.8 | -0.9 | 5.7 | -1.6 | -0.4 | -3.3 | 18.6 | -24.1
Cc1cc(C)cc(NC(=O)N2CCC(NC(=O)c3ccc(F)cc3)CC2)c1 | 2.4 | 3.1 | 1.6 | -6.6 | 3.6 | -1.8 | 1.3 | -1.8 | 5.3
CCOC(=O)C(NC(=O)CC)(Nc1ccc(S(N)(=O)=O)cc1)C(F)(F)F (centres undefined) | -0.2 | 5.6 | 4.3 | -9.0 | 9.1 | 1.2 | 3.6 | 4.3 | 2.0
COc1cc(NC(=O)CN2C(=O)c3ccccc3S2(=O)=O)c(OC)cc1Cl | 6.6 | 0.4 | -0.5 | 4.3 | 3.5 | 5.1 | 4.7 | -5.2 | -0.7
O=C1c2ccccc2/C(=C\c2ccc(Br)s2)N1c1ccccc1 | 4.1 | -2.6 | . | 1.6 | 11.3 | -5.1 | . | 5.0 | .
O=C1NC(=S)N/C1=C/c1cccn1-c1ccc([N+](=O)[O-])cc1 | 32.1* | -2.1 | -6.7 | 1.4 | -0.7 | 4.8 | 7.6 | 8.8 | 26.0
CN1CCN(S(=O)(=O)c2ccc(N(C)Cc3c(F)cccc3Cl)nc2)CC1 | -1.9 | -6.9 | . | 5.5 | -2.8 | 10.1 | . | 10.4 | .
COc1ccccc1/C=C/C(=O)N1CCc2cc(OC)c(OC)cc2C1C (centres undefined) | 0.4 | -0.2 | 2.7 | 5.8 | 7.8 | -0.4 | 2.9 | -0.6 | -15.0
COc1cc2cc(CCCOC(=O)CCCC(=O)O)oc(=O)c2cc1OC | -4.7 | -7.4 | -1.4 | 1.2 | 4.1 | 15.8 | 5.3 | 0.4 | .
COC(=O)c1ccncc1C(=O)Nc1ccc(F)cc1 | 1.6 | -3.0 | 3.8 | 3.6 | -6.2 | 10.2 | 3.6 | -2.3 | 6.8
COc1cc(OC)cc(-c2nnc(SCc3ccc(C(=O)O)cc3)o2)c1 | 2.7 | -1.8 | 1.7 | 5.9 | -3.9 | 11.2 | 7.9 | 5.3 | 2.6
O=C(CNc1ccc(Br)cc1)c1ccccc1 | 1.2 | 0.0 | 1.7 | 6.6 | 7.5 | 2.4 | 5.0 | 5.3 | 3.2
Oc1ccccc1-c1csc(-c2ccccc2)n1 | -0.7 | -3.3 | -3.4 | -1.0 | -9.1 | -0.6 | -2.5 | 6.5 | 7.0
O=C(COC(=O)c1ccc(Br)cc1)Nc1ccccc1Br | 8.8 | 4.4 | -0.1 | 25.2 | 0.4 | 6.1 | -4.8 | 8.0 | 16.9
S=C1NCCc2ccccc2C1c1ccccc1Cl (centres undefined) | 2.3 | -0.8 | -0.7 | 5.3 | -5.7 | 7.1 | -7.4 | 4.0 | -0.4
O=C(Nc1ccc(S(=O)(=O)NC2=NCCCCC2)cc1)c1ccco1 | -0.9 | 1.0 | 1.4 | 3.4 | -1.1 | 8.2 | 6.5 | 1.5 | 7.7
CCCn1c(SCC(=O)Nc2cccc(C)n2)nnc1-c1ccco1 | 0.0 | 2.8 | 0.6 | 1.6 | 10.8 | 4.7 | 3.4 | 5.6 | 0.4
CCOc1ccc(NC(=O)N(C2CCCC2)C2CCN(C(C)=O)CC2)cc1 | 0.1 | -5.6 | 1.9 | 3.7 | 0.0 | -0.3 | 1.7 | -1.0 | -3.1
CCOC(=O)c1csc(-c2ccc(OC)c(OC)c2)n1 | -2.2 | 1.9 | -2.5 | 4.5 | -8.3 | -1.5 | -6.6 | 1.5 | 4.4
CSc1ncccc1C(=O)OCc1ccccc1F | 10.7 | 0.6 | 0.1 | 0.3 | -0.5 | 4.5 | 6.5 | 1.7 | 3.3
COC(=O)c1ccc(OC(=O)c2cccnc2SC)cc1 | -7.2 | -8.6 | -1.9 | 2.4 | 9.6 | 9.8 | 1.0 | 4.2 | 3.9
Oc1ccc2ccccc2c1N=Nc1ccccc1F | 5.7 | -2.0 | 3.6 | -7.6 | 24.4 | -2.0 | 6.9 | 9.2 | -0.1
CC(=O)c1c(OC(=O)c2ccco2)c2ccccc2n1C | 6.7 | -3.6 | -2.0 | -0.7 | 6.2 | -1.3 | -1.5 | -0.8 | 14.0
O=C(Cc1ccc(Cl)c(Cl)c1)OCC(=O)c1ccc[nH]1 | 5.5 | -1.5 | -5.4 | -4.0 | 10.6 | -2.9 | -5.2 | 2.0 | 3.1
O=C(Nc1ccc(F)cc1)N1CCc2ccccc2C1 | -7.3 | -5.9 | -2.7 | 1.9 | 2.8 | 6.7 | -7.5 | 3.0 | 14.8
CCc1ccc(S(=O)(=O)N(C(=O)c2ccncc2)c2ccc(OC(=O)c3ccncc3)cc2)cc1 | 3.2 | 4.0 | -3.9 | -0.7 | -1.9 | 2.0 | 3.7 | 9.3 | 0.8
CCc1ccccc1NC(=O)C1COc2ccccc2O1 (centres undefined) | -8.3 | 5.3 | -0.9 | 0.0 | 12.6 | 6.0 | -3.2 | 4.2 | -3.8
O=C(NC1CCSc2ccccc21)c1ccccc1Br (centres undefined) | -0.2 | 2.4 | -3.0 | -1.4 | -3.7 | 15.5 | -1.9 | 3.5 | 2.5
CSc1nc(N)nc2c1ncn2CC(=O)Nc1ccc(C)c(C)c1 | -11.0 | -3.2 | . | -9.8 | 18.7 | 8.8 | . | 5.7 | .
Cc1ccc(C)c(CN2CCCN(Cc3cc(C)ccc3C)S2(=O)=O)c1 | 4.4 | -4.6 | 0.9 | 2.6 | 8.2 | 2.1 | 3.8 | -1.1 | -0.9
Brc1ccc(/C=N/Nc2ccccn2)cc1 | 5.8 | -7.2 | -1.3 | 7.0 | 15.6 | -2.1 | -5.6 | 2.3 | 4.1
O=C(Cc1ccccc1Cl)NC1(O)C(=O)c2ccccc2C1=O | 0.0 | 13.9 | -2.1 | . | 19.7 | . | -1.2 | . | 66.8*
COCCCNc1nc2c(-c3cccc(C)c3)nnn2c2ccccc12 | 2.6 | 3.3 | -1.7 | -2.9 | 1.9 | -3.0 | 0.0 | 2.9 | -2.5
Remaining list, next part.
SMILES | pPAFAH inh | PAD4 FP inh | LYPLA1 counter | PAFAH2 FP inh | PREPL inh | PAFAH1B3 FP inh | LYPLA2 inh | PAFAH1B2 FP inh | GSTO1 counter
CC1CC(C)CN(CC(=O)NC(c2ccccc2)c2ccccc2)C1 (centres undefined) | 2.0 | -5.7 | -2.2 | 2.4 | 7.6 | 3.9 | -5.2 | 7.5 | 5.6
Cc1cc(C(=O)CN2C(=O)NC(c3ccccc3)(c3ccccc3)C2=O)c(C)n1Cc1ccco1 | 8.2 | 2.6 | -6.5 | -3.5 | -1.4 | -3.7 | -8.9 | 4.4 | -5.7
Cc1ccsc1/C=N/NC(=O)c1ccc(Cn2cc(Br)cn2)o1 | 3.4 | 2.7 | -3.7 | 2.7 | -11.2 | 3.5 | -3.0 | 2.9 | -2.2
CC(C)Cn1c(N)c(C(=O)CCl)c(=O)n(C)c1=O | 1.8 | 3.1 | 0.6 | -2.1 | -2.8 | -0.4 | -0.6 | 1.8 | 27.8
O=C1c2cccc3cccc(c23)C(=O)N1CCN1CCN(CC(O)COCc2ccc(Cl)cc2)CC1 (centres undefined) | 1.2 | 1.6 | 2.0 | -5.5 | -2.3 | 8.2 | 22.7 | 14.6 | -4.8

Two records drawn at random from the list so far:
SMILES | pPAFAH inh | PAD4 FP inh | LYPLA1 counter | PAFAH2 FP inh | PREPL inh | PAFAH1B3 FP inh | LYPLA2 inh | PAFAH1B2 FP inh | GSTO1 counter
O=C1c2cccc3cccc(c23)C(=O)N1CCN1CCN(CC(O)COCc2ccc(Cl)cc2)CC1 (centres undefined) | 1.2 | 1.6 | 2.0 | -5.5 | -2.3 | 8.2 | 22.7 | 14.6 | -4.8
CC(C)Cn1c(N)c(C(=O)CCl)c(=O)n(C)c1=O | 1.8 | 3.1 | 0.6 | -2.1 | -2.8 | -0.4 | -0.6 | 1.8 | 27.8

Limited to LYPLA2 inh, for some of the entries so far:
structure,LYPLA2 inh
Cc1ccsc1/C=N/NC(=O)c1ccc(Cn2cc(Br)cn2)o1,-3.0
O=C1c2cccc3cccc(c23)C(=O)N1CCN1CCN(CC(O)COCc2ccc(Cl)cc2)CC1 (centres undefined),22.7
CC1CC(C)CN(CC(=O)NC(c2ccccc2)c2ccccc2)C1 (centres undefined),-5.2

Bioassay records: PubChem, The Scripps Research Institute Molecular Screening Center

A portion of the library; the hit share may differ from the screen's.
